M4 antag = antagonists of human muscarinic M4 receptor (CHRM4); 360,000 compounds, 0.73% hits; inhibition, % at 3 µM; P08173; CHO-hM4 cells, ACh EC80, Fluo-8 calcium fluorescence; AID 624125;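 active = inhibition above its plate's cutoff, the mean inhibition of sample wells plus 3 SD, cut at about 27% in these data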;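 note: 0% = acetylcholine EC80 with DMSO and 100% = DMSO without agonist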
M4 PAM = potentiates acetylcholine response at human M4 receptor. P08173. CHO-K1 hM4/Gqi5, Fluo-8 calcium fluorescence, ACh EC20; 0% = ACh EC20, 100% = maximal ACh. activation, % at 3 µM. 360,000 compounds, 0.4% hits. AID 624126;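 active = activation above its plate's cutoff, the mean activation of sample wells plus 3 SD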; note: some results filed as inactive read as strong as hits
CHRM5 agonist = agonists of human muscarinic M5 receptor (CHRM5); P08912; activation, % at 3 µM; 360,000 compounds, 0.19% hits; CHO-K1 hM5 cells, Fluo-8 calcium fluorescence; 0% DMSO wells, 100% maximal acetylcholine response; AID 624037;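 active = activation above the run's mean over test compounds plus 3 SD, cut at about 23% in these data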;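 note: signal is peak over basal fluorescence ratio across the kinetic read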
Target sequence (P08912 whole entry, looked up): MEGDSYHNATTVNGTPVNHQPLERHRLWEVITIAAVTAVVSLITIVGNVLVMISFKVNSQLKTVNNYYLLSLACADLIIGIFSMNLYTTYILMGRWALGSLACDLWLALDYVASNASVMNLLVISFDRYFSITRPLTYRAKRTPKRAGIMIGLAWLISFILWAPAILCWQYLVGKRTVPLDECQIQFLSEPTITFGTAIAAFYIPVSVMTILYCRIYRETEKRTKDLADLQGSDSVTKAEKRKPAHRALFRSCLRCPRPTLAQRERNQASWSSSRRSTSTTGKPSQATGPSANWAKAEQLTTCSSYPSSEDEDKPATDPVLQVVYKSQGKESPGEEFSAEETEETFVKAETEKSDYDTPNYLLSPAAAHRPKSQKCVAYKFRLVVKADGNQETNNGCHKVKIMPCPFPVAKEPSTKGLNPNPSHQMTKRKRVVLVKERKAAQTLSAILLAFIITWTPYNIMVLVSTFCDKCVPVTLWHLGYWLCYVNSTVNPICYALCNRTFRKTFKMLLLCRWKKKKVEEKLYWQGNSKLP
CRFBP-R2 block = antagonists of CRF-binding protein/CRF-R2 receptor complex; HEK293 CRF-R2/CRF-BP, CRF-induced calcium fluorescence; inhibition, % at 11.8 µM; 350,000 compounds, 0.59% hits; AID 588475;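 active = inhibition of the ligand-induced calcium signal above about 50% at the single tested concentration, limit read from the data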
M4 ag = CHRM4 agonism in calcium assay. P08173. CHO-K1 hM4/Gqi5, Fluo-8 calcium fluorescence; vehicle 0%, full acetylcholine response 100%. activation, % at 3 µM. 360,000 compounds, 0.14% hits. AID 624127;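 active = activation above the run mean over all test wells plus 3 SD, cut at about 32% in these data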;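 note: peak over basal fluorescence ratio per well then scaled between controls; 0% = DMSO wells and 100% = acetylcholine at EC100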
M1 PAM = human CHRM1 positive allosteric modulation. P11229. CHO-K1 hM1, Fluo-8 calcium fluorescence, ACh EC20; 0% = ACh EC20, 100% = maximal ACh. activation, % at 3 µM. 360,000 compounds, 0.088% hits. AID 588819; in the data active = activation above about 19%, passing the limit was not always enough
Target sequence (P11229 whole entry, looked up): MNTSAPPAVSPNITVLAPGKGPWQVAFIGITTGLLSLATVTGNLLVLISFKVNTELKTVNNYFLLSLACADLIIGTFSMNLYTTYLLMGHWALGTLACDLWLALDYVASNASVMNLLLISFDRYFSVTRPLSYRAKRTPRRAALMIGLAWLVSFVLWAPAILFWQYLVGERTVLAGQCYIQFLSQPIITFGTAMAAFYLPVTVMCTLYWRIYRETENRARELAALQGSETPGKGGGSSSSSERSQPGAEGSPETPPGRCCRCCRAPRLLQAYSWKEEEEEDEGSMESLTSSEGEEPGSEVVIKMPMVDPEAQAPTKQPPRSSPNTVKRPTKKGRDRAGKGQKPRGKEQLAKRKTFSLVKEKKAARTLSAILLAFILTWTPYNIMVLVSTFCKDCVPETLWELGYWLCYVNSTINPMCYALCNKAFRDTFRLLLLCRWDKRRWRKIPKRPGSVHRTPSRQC
M5 antag = blocks acetylcholine activation of human M5 receptor; 360,000 compounds, 0.59% hits; inhibition, % at 3 µM; CHO-hM5 cells, Fluo-8 calcium fluorescence, ACh EC80; AID 624040; P08912;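 active = inhibition above a per-plate cutoff, the mean of that plate's test compounds plus 3 SD, cut at about 27% in these data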;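 note: 0% = acetylcholine EC80 with DMSO and 100% = DMSO without agonist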
CRFR2-BP ag = agonists of human CRF-binding protein/CRF-R2 receptor complex | HEK293 CRF-R2/CRF-BP, calcium dye fluorescence (FLIPR); percent of saturating CRF peptide response | activation, % at 13.2 µM | 350,000 compounds, 0.46% hits | AID 588473;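 active = activation of at least 50%, plus an integration ratio under a set limit after plate pattern correction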;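 note: plate controls were neutral control wells without compound for no effect and CRF at EC100 for full effect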
CHRM5 PAM = CHRM5 positive allosteric modulation. CHO-K1 hM5, Fluo-8 calcium, ACh EC20 PAM; 0% = ACh EC20, 100% = ACh EC100. AID 624038. P08912. activation, % at 3 µM. 360,000 compounds, 0.3% hits;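 active = activation above the run cutoff, the mean activation of all test compounds plus 3 SD, cut at about 18% in these data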
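Probe or stimulus: acetylcholine, EC20 level; Assay system: human M5 receptor in CHO-K1 cells; Schedule: compound preincubation 140 s before EC20 acetylcholine addition; Technique: intracellular calcium via Fluo-8 fluorescence; Dosing: single-point, 3 µM nominal; Read-out basis: percent activation from peak-over-basal fluorescence ratio, scaled EC20-to-EC100 acetylcholine; Repeats: one well per compound, no replicates.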
Numbers without * were called inactive; / = not tested or not shown. The order is random; 2.6% or so of the library scored in one or more.

SMILES	M4 antag	M4 PAM	CHRM5 agonist	CRFBP-R2 block	M4 ag	M1 PAM	M5 antag	CRFR2-BP ag	CHRM5 PAM
O=S(=O)(c1cccs1)N1CCN(S(=O)(=O)c2cccs2)CC1	-4	-1	-2	-6	0	2	5	0.3	-3
COc1ccc(NC(=O)c2ccc(-n3cccn3)c([N+](=O)[O-])c2)cc1	4	-5	2	14	9	4	13	-0.4	-3
CCOC(=O)C1(CC2CCCCO2)CCN(Cc2nc3ccccc3nc2C)CC1 (stereo not given)	-4	-4	0	-19	3	8	7	2.6	-2
CCOC(=O)Cc1csc(NC(=O)C(C)c2ccc([N+](=O)[O-])cc2)n1 (stereo not given)	-1	-1	20	-32	11	1	-1	29	-6
Cc1nn(Cc2ccc(Cl)cc2)c(Cl)c1/C=N/NC(=O)c1cccnc1	5	-9	0	1	7	-3	10	0.0	-11
Cc1cccc2c1cnn2C(=O)CCC(=O)N1CC(C)CC(C)C1 (stereo not given)	-9	-2	-2	-11	4	-3	1	0.9	-7
CCOc1ccccc1NC(=O)C12CC3CC(C1)CC(c1ccc(C)cc1)(C3)C2	6	26	0	-2	-1	0	10	2.2	1
COc1cccc(-c2ccc(SCC(=O)NCCc3ccccc3)nn2)c1	3	-6	-4	2	4	8	-5	0.0	11
COC(=O)/C(=C/N(C)C)C(=O)N1CCN(c2ccc(Cl)c(Cl)c2)CC1	7	-7	8	9	9	3	3	-1.9	-3
CCOC(=O)C(C(=O)OCC)=C1OC(=O)c2ccccc21	8	-7	-1	-19	0	7	7	-0.3	-4
CCOc1ccc(NC(=O)COc2ccc(C(=O)N3CCC(C(N)=O)CC3)cc2OC)cc1	-5	12	4	-32	1	12	2	14	-1
C[C@@H]1CN([C@@H](C)CO)C(=O)CCCn2nncc2CO[C@@H]1CN(C)S(=O)(=O)c1cccs1	11	-7	-3	-21	0	-6	3	1.6	4
CC1CCCCN1CCCNC(=O)CN1C(=O)c2cccnc2Oc2ccc(Cl)cc21 (stereo not given)	-1	-2	-1	-10	0	7	9	0.0	2
Cc1ccc(C)c(OCCCNC2CCCC2)c1C	0	4	-7	-24	3	0	-17	-0.9	8
Cn1cc(Br)c(C(=O)NNC(=O)Nc2ccccc2C(F)(F)F)n1	13	0	-3	-17	2	8	3	0.3	-3
CN(Cc1nccn1C)C(=O)C1CCC(=O)N(CCc2ccc(Cl)cc2)C1 (stereo not given)	-3	-1	-1	-7	0	4	-2	-1.1	-3
CCc1nc2ccc(C(=O)N3CCN(c4ccccc4F)CC3)cc2nc1CC	7	-1	-6	11	0	9	-6	-0.5	10
Cc1ccc(S(=O)(=O)NCCc2ccncc2)cc1	-7	9	-4	1	0	10	-7	-1.6	8
COc1ccc(/C=C/C(=O)Nc2cccc(F)c2)cc1S(=O)(=O)N1CCOCC1	-7	-7	-2	6	11	-4	5	-3.0	-2
CC(C)(C)N(Cc1ccccc1)C(=O)COC(=O)CNS(=O)(=O)c1ccc2ccccc2c1	-13	6	0	8	4	0	1	0.1	1

Part of the list above with just M5 antag and M1 PAM.
canonical_smiles | M5 antag | M1 PAM
CCOC(=O)C1(CC2CCCCO2)CCN(Cc2nc3ccccc3nc2C)CC1 (stereo not given) | 7 | 8
COC(=O)/C(=C/N(C)C)C(=O)N1CCN(c2ccc(Cl)c(Cl)c2)CC1 | 3 | 3
CCOc1ccc(NC(=O)COc2ccc(C(=O)N3CCC(C(N)=O)CC3)cc2OC)cc1 | 2 | 12

Other entries.
SMILES	M4 antag	M4 PAM	CHRM5 agonist	CRFBP-R2 block	M4 ag	M1 PAM	M5 antag	CRFR2-BP ag	CHRM5 PAM
CC1=CC(C)(C)Nc2ccc(OC(=O)c3cccnc3)cc21	-6	-1	1	15	1	11	-8	0.1	8
Cc1cc(/C=N/NC(=O)c2cccc([N+](=O)[O-])c2)c(C)n1-c1ccccc1	-5	-8	-5	5	1	4	5	2.4	-8
COc1ccccc1Nc1nnc(SCc2cc(=O)n3cc(C)ccc3n2)s1	8	-2	0	-1	14	-9	16	1.1	-12
CN(C)S(=O)(=O)c1ccc2c(c1)/C(=C/c1cc3c([nH]1)CCCC3)C(=O)N2	5	-1	2	-139	5	-2	1	122*	-4
CCN1CCN(C(=S)NC(=O)/C=C/c2cccs2)CC1	1	6	-1	11	1	14	8	0.2	7
CCOC(=O)[C@@H]1[C@H]2COc3cc(OC)ccc3[C@H]2N2C(=O)N(c3cccc(F)c3)C(=O)[C@]12C	7	10	-3	11	1	12	7	-0.6	1
Cc1cc(C)c(S(=O)(=O)N2CCOC2CNC(=O)C(=O)NCc2ccncc2)c(C)c1 (stereo not given)	-26	15	-3	-1	1	0	-13	-0.6	0
COCCn1c(SCC(=O)NC2CCCC2)nnc1-c1ccco1	-3	8	-2	-8	1	6	-7	1.8	6
CN(C)c1nc(Nc2ccccc2)nc(Oc2ccc(=O)[nH]n2)n1	1	-2	0	-27	1	13	1	0.5	-4
Cc1ccc(-c2nn3c(-c4ccccc4)nnc3o2)cc1	-17	2	-1	-10	0	11	0	-2.4	-4
N#Cc1ccc(C(=O)NCC2CCCCC2)cc1	8	-12	1	4	16	-5	9	-1.2	-8
COC(=O)C(O)(NC(=O)c1ccncc1)C(F)(F)F (stereo not given)	-10	2	3	-11	0	2	-11	-0.7	14
O=C(CSc1ccc(-c2ccco2)nn1)Nc1ccccc1	-11	3	3	9	3	8	1	1.1	5
Cc1ccc(CSCC(=O)N(CCC(C)C)c2c(N)n(Cc3ccccc3)c(=O)[nH]c2=O)cc1	-4	9	2	6	1	5	8	2.4	3
O=C(Cc1ccccc1)NNC(=O)C1CCCC1	7	-6	0	6	0	5	-2	0.5	-2
C/C(=N\NC(=O)c1cc(C)[nH]n1)c1cccs1	4	-3	2	11	1	7	1	-1.3	6
COCCCNC(=O)c1ccccc1N(Cc1ccccc1)S(=O)(=O)c1ccccc1	4	-6	0	12	1	9	5	-0.8	7
Cc1cc(C(=O)NNC(=O)COc2c(C)cc(Br)cc2C)n[nH]1	-7	5	-3	-3	2	5	-5	0.4	-1
COc1ccccc1NC(=O)Cn1cc(C#N)c2ccccc21	0	3	-1	0	6	3	-2	-1.2	-2
O=C(/C=C/c1cccc([N+](=O)[O-])c1)NCCSCc1ccco1	0	-3	1	19	3	1	4	-0.3	-7

CRFR2-BP ag, hit marks shown above
SMILES	M4 antag	M4 PAM	CHRM5 agonist	CRFBP-R2 block	M4 ag	M1 PAM	M5 antag	CRFR2-BP ag	CHRM5 PAM
CN(C)S(=O)(=O)c1ccc2c(c1)/C(=C/c1cc3c([nH]1)CCCC3)C(=O)N2	5	-1	2	-139	5	-2	1	122*	-4

A second format for 2 compounds above:
O=C(/C=C/c1cccc([N+](=O)[O-])c1)NCCSCc1ccco1
  M4 antag: 0
  M4 PAM: -3
  CHRM5 agonist: 1
  CRFBP-R2 block: 19
  M4 ag: 3
  M1 PAM: 1
  M5 antag: 4
  CRFR2-BP ag: -0.3
  CHRM5 PAM: -7

N#Cc1ccc(C(=O)NCC2CCCCC2)cc1
  M4 antag: 8
  M4 PAM: -12
  CHRM5 agonist: 1
  CRFBP-R2 block: 4
  M4 ag: 16
  M1 PAM: -5
  M5 antag: 9
  CRFR2-BP ag: -1.2
  CHRM5 PAM: -8

Returning to the listing; the two compounds before the break are reprinted first.
SMILES	M4 antag	M4 PAM	CHRM5 agonist	CRFBP-R2 block	M4 ag	M1 PAM	M5 antag	CRFR2-BP ag	CHRM5 PAM
COc1ccccc1NC(=O)Cn1cc(C#N)c2ccccc21	0	3	-1	0	6	3	-2	-1.2	-2
O=C(/C=C/c1cccc([N+](=O)[O-])c1)NCCSCc1ccco1	0	-3	1	19	3	1	4	-0.3	-7
CCOC(=O)c1cccnc1SCC(=O)N(C)c1ccccc1	-7	2	-1	4	2	6	-4	-1.7	1
CC(=O)c1ccc(S(=O)(=O)N2CCn3cccc3C2C)cc1 (stereo not given)	10	-6	-2	-2	1	-5	20	-0.1	-6
O=C(O)c1ccccc1C(=O)Nc1ccc(Nc2ccccc2)cc1	-2	3	1	20	1	8	-2	4.1	-2
Cc1ccc(C)n1-n1c(C)nc2sc(-c3ccccc3)cc2c1=O	-1	-4	0	7	2	-1	-1	0.3	-7
O=C1OCCN1C(=O)[C@H]1[C@H](c2ccc(F)cc2)C(c2ccc(F)cc2)=NN1c1ccc(Br)cc1	4	4	0	-2	1	2	15	11	-1
CN(C)CCCNS(=O)(=O)c1ccc(N2CCN(Cc3ccc4c(c3)OCO4)CC2)c([N+](=O)[O-])c1	3	-4	-6	4	5	-8	12	1.5	0
O=C(CCNC(=O)c1ccco1)Nc1ccccc1OC(F)F	-11	9	-1	9	3	11	4	-1.1	0
C=CCC[C@@H](Cc1ccc(F)cc1)C(=O)OC[C@@H](Cc1c[nH]c2ccccc12)NC(=O)[C@@H](CC=C)CC(=O)NCCO	6	-7	2	-37	7	-5	9	-3.3	-5
CCC1CCCCN1C(=O)c1cc(COc2ccc3ncccc3c2)on1 (stereo not given)	5	-12	7	1	22	-13	41*	-0.2	-29
O=C(Nc1nccs1)c1cn(-c2ccccc2)nc1-c1ccccc1	17	-12	-8	-27	8	-21	21	4.8	-13
Cc1cc(C)cc(C(=O)NC(=S)Nc2ccc(-c3cc4ccccc4oc3=O)cc2)c1	3	-1	-2	-23	0	5	-6	-0.3	3
CC(C)OC(=O)CCCN1C(=O)c2ccc(N)cc2C1=O	-1	10	0	-4	1	-1	-2	5.6	-1
CCC(=O)Nc1cccc(C(=O)Nc2nccs2)c1	9	-9	2	-8	2	-4	5	1.9	-6
CC(C)C(=O)N1CCCC1(C)C(=O)Nc1ccc(F)cc1 (stereo not given)	9	4	0	/	0	12	3	/	-2
NC(=O)C1CCN(c2ncc(C(F)(F)F)cc2Cl)CC1	-5	12	-2	-6	0	-11	-3	1.4	1
Clc1ncccc1OCc1ccccc1	-18	12	-5	21	3	5	6	-1.7	0
O=[N+]([O-])c1cccc(-c2ccc(CN3CCCCC3)o2)c1	-8	-2	-4	11	1	-2	1	0.0	-3
O=C1CC2(CCCC2)Oc2ccccc21	4	9	6	-10	2	11	0	-1.3	4
O=C(COC(=O)C1CCCO1)Nc1nc(-c2ccc(F)cc2)cs1 (stereo not given)	-4	3	5	-5	4	4	13	-2.4	-7
